# Source: PubChem (several laboratories)
# Bcl-xL primary – inhibitors of human Bcl-xL; Q07817; 320,000 tested, 0.7% active; inhibition, % at 10.9 µM; GST-Bcl-xL / FITC-Bim BH3 peptide fluorescence polarization;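 active = inhibition above the mean of all tested compounds plus 3 SD, cutoff set per campaign, cut at about 30% in these data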;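 also: 0% = DMSO wells and 100% = unlabeled Bim-BH3 peptide competitor; inhibitors lower millipolarization by displacing the labeled peptide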
# Fam108B counter – blocks mouse Fam108B hydrolase in RBBP9 counter-screen | recombinant Fam108B, FP-Rh probe fluorescence polarization | inhibition, % at 9.51 µM | 300,000 tested, 0.33% active | AID 1947;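 active = inhibition above the screen mean inhibition plus 3 SD, computed separately per campaign, cut at about 18% in these data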;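 also: inhibitors lower polarization as less probe binds the enzyme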
# Efflux pump mplx – inhibitors of Candida antifungal efflux pumps expressed in yeast | S. cerevisiae Candida pump triplex, Nile Red efflux | inhibition, % at 10 µM | 330,000 tested, 0.44% active | AID 485275;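 active = plate passing quality check with inhibition over a set limit, or well fluorescence over plate mean plus 4 SD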;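 also: Nile Red retained in pooled yeast measured as flow cytometry median fluorescence; 0% = buffer negative control and 100% = Enniatin B positive control; higher means more Nile Red kept so more efflux inhibition; some compounds called inactive have numbers as strong as hits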
# GLD-1 TGE inh – GLD-1-TGE RNA interaction inhibition (C. elegans). Q17339. purified GLD-1 + fluorescein TGE RNA, fluorescence polarization. inhibition, % at 5.96 µM. 320,000 tested, 0.44% active;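 active = percent inhibition above a per-plate cutoff, the plate mean of test compounds plus 3 SD, cut at about 30% in these data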;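 also: 0% = DMSO wells with GLD-1 and probe and 100% = wells lacking GLD-1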
# Target sequence (Q17339 whole entry, looked up): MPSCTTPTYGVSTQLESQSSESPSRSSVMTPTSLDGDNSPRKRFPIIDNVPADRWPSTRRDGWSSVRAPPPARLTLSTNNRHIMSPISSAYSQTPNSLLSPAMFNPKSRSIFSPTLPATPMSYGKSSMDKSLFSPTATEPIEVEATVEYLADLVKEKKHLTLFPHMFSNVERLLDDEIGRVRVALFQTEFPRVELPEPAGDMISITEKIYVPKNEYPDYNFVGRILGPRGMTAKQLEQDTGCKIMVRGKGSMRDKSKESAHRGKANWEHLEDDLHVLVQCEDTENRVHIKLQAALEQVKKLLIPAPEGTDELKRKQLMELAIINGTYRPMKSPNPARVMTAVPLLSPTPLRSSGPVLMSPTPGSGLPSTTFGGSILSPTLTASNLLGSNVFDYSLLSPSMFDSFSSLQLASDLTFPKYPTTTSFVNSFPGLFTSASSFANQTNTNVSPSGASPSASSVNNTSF
# GRK2 inh – human GRK2 inhibition via aptamer displacement; bead flow cytometry, FAM-aptamer displacement from GRK2; P25098; AID 488847; 330,000 tested, 0.59% active; inhibition of aptamer binding, % at 10 µM;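 active = inhibition of aptamer binding above 40%, roughly 3 SD of noise, on plates passing a quality check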;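 also: median bead fluorescence of bound FAM aptamer so fluorescent compounds give negative values; no value below 0 was filed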
# VLA-4 inh – inhibition in a human VLA-4 binding assay. P13612. VLA-4 expressing cells, ligand binding flow cytometry. inhibition, % (about 7 µM as worked out from the volumes in the protocol). 330,000 tested, 0.2% active; in the data active = inhibition above about 50%
# PME-1 primary – blocks human protein phosphatase methylesterase 1; Q9Y570; recombinant PME-1, FP-Rh probe fluorescence polarization; inhibition, % at 5.9 µM; 320,000 tested, 0.53% active; AID 2130;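 active = inhibition above the campaign mean of all compounds plus 3 SD, cut at about 26% in these data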;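 also: competitive labeling of PME-1 active site by serine hydrolase directed probe; 0% = PME-1 with DMSO and 100% = wells lacking PME-1 enzyme; inhibitors block probe labeling so polarization falls and inhibition rises; many of its hits are not listed in these tables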
# MEX-5 binding – C. elegans MEX-5 TCR-2 RNA binding activity; MEX-5/FITC-TCR2 RNA binding, fluorescence polarization; stronger effect = lower value; activity score (negative = inhibition of binding), % at 10 µM; 300,000 tested, 0.38% active; AID 1832;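 active = inhibition past about -25% in most replicates, and total fluorescence under double the plate's negative control median, limit read from the data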;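 also: 0% = DMSO and -100% = 5 µM competing unlabeled TCR2 RNA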
# Target sequence (Q9XUB2 whole entry, looked up): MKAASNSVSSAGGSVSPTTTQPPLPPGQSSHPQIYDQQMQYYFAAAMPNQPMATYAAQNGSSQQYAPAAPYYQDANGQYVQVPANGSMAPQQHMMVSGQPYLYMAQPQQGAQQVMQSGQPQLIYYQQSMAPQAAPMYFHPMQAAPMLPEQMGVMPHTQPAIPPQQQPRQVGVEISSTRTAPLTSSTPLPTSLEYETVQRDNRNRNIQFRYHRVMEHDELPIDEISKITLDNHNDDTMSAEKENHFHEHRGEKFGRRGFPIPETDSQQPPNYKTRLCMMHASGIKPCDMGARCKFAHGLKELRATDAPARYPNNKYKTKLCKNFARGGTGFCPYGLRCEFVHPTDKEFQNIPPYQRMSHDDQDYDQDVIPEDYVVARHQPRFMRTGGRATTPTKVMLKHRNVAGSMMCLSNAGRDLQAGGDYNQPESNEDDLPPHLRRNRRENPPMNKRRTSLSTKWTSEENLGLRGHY
# MCL1 BIM primary – inhibitors of human MCL1 binding to BIM-BH3 peptide; GST-MCL1 / FITC-Bim-BH3 fluorescence polarization; inhibition, % at 10.9 µM; 320,000 tested, 0.68% active;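 active = inhibition above the mean inhibition of all tested compounds plus 3 SD, set per campaign, cut at about 40% in these data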;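 also: 0% = DMSO wells and 100% = unlabeled Bim-BH3 peptide control; higher means more loss of mP so more displacement of Bim peptide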
# * = called active by the depositor; . = no result given.
SMILES,Bcl-xL primary,Fam108B counter,Efflux pump mplx,GLD-1 TGE inh,GRK2 inh,VLA-4 inh,PME-1 primary,MEX-5 binding,MCL1 BIM primary
COc1cc2nc(CN3CCN(S(=O)(=O)c4ccc(C)c(C)c4)CC3)[nH]c(=O)c2cc1OC,-8,7,0.0,-8,2,-1,4,0.6,-3
CS(=O)(=O)Nc1ccc(S(=O)(=O)N2CCCCCC2)cc1,1,-1,0.0,-4,5,-1,1,-1.2,-4
C=CCn1c(SCc2nc3cc(C(F)(F)F)ccc3c(=O)[nH]2)nc2sc(CC)cc2c1=O,5,-5,-0.1,0,29,-11,-6,-0.9,2
CCNC(=O)/C=C1\NC(C)(C)Cc2c1ccc1ccccc21,2,-1,0.0,3,0,3,-2,-2.2,-1
CNC(=S)N1CCN=C1Nc1nc(C)cc(C)n1,-3,0,-0.1,5,0,-1,2,0.7,-4
N/C(Cc1cccc2ccccc12)=N\O,18,7,-0.1,5,0,8,6,-3.6,15
CCOC(=O)c1sc(C)c2c(=O)n(CC)nnc12,-1,3,0.3,5,0,25,-5,-1.2,-1
CCOC(=O)c1oc2ccc(CNC(C)(C)C)c(Cl)c2c1C,5,1,0.1,6,0,-1,3,-0.8,7
Cc1nn(Cc2ccc(Cl)cc2)c(C)c1NC(=O)CSc1nc2c(c(C(F)(F)F)n1)CCc1ccccc1-2,1,-1,0.2,0,0,1,-4,0.5,0
CCOC(=O)c1oc2ccc(/C=N/O)c(Cl)c2c1C,-2,2,0.0,6,0,27,2,-1.7,-2
CC(C)Cc1nnc(NC(=O)c2cc3c(s2)CCC3)s1,0,8,-0.1,10,2,-7,-2,-0.9,-11
CCn1c(SCC(=O)Nc2ccc3c(c2)OCCO3)nnc1C(C)C,2,5,0.1,4,0,-2,1,-1.7,-1
CC(=C\C(=O)O)/C(=C/c1ccco1)C(=O)O,3,-1,0.1,1,2,7,-2,-2.3,4
Cc1ccc(S(=O)(=O)Nc2cc(-c3nn(C)c(=O)c4ccccc34)ccc2N2CCOCC2)cc1,5,6,0.1,1,1,-12,6,-2.5,-2
CC(C)(C)NC(=O)CN(C(=O)CS(=O)CC(=O)Nc1ccc(F)cc1)c1ccc(Cl)cc1 (stereo unspecified),5,0,0.1,2,0,9,6,-0.7,8
CCCCn1c(N)c(N(CC(C)C)C(=O)c2c(CC)noc2C)c(=O)[nH]c1=O,4,1,0.1,5,0,3,-5,-3.3,2
CS(=O)(=O)Nc1ccc(C(=O)N2CCN(c3ccccc3F)CC2)cc1,1,-1,0.2,-1,1,19,7,-2.9,3
Cc1ccc(N=C2NC(=O)/C(=C/c3cccn3C)S2)cc1C,-3,0,0.3,-6,0,-2,5,1.5,-5
CSc1nc(-c2ccc(F)cc2)cc(=O)[nH]1,0,-1,-0.2,-2,2,1,6,-0.2,-4
NS(=O)(=O)c1ccc(CCNCc2cc(Br)ccc2OCc2ccccc2F)cc1,2,2,0.0,0,0,11,0,-0.8,-2
CC(=O)CSc1ncnc2c1cnn2-c1ccccc1,-1,3,0.3,0,1,13,-3,-1.2,-7
CCCCNC(=S)NNC(=O)c1c(C)nc2ccccn12,-7,2,0.1,-5,2,0,4,-3.6,-4
Cc1ccc(S(=O)(=O)NCCC(=O)NCCCSc2ccccc2)cc1,8,.,0.2,-2,0,21,-3,.,9
Cc1cc(NC(=O)Cn2nnc(-c3ccccc3NC(=O)c3ccccc3F)n2)no1,10,-3,-0.2,-2,0,7,0,-1.2,2
Cc1ccc(/C=N/NC(=O)C(NC(=O)c2ccccc2)c2n[nH]c(=O)c3ccccc23)cc1 (stereo unspecified),3,-1,0.1,3,0,17,-4,-1.9,0
CCOC(=O)Nc1sc(NS(=O)(=O)c2ccccc2)nc1C,3,1,0.0,-1,0,34,-1,0.0,5
Cc1cc(Oc2ccccc2)nc(OCC#N)n1,5,5,-0.1,0,1,1,-3,-2.1,5
N#Cc1c(N)nc(N)nc1Nc1ccc(Br)cc1,9,2,-2.2,2,5,1,5,-3.2,11
O=C(O)CCc1ccc(-c2ccc(Br)cc2)n1-c1cccc(O)c1,-2,3,-0.1,-1,1,1,-1,1.4,-8
COc1ccc(C(c2c(O)nc(SC)n(C)c2=O)c2c(O)nc(SC)n(C)c2=O)cc1O,8,3,-0.3,2,3,-9,-2,-1.2,-1
O=[N+]([O-])c1cc(Br)c2nsnc2c1N1CCOCC1,1,2,0.2,-9,2,10,6,-1.6,3
CCCCCn1c(N(C)Cc2ccccc2)nc2c1c(=O)[nH]c(=O)n2C,6,6,0.2,12,0,36,0,0.1,11
Cc1ccc(-c2nc(NC(=O)c3nn(C)cc3[N+](=O)[O-])sc2C)cc1C,-1,-4,-0.1,3,0,16,-4,-1.0,1
COc1ccccc1C(=O)NCCC(=O)N1CCN(S(=O)(=O)c2cccc(Cl)c2)CC1,4,.,0.6,2,3,16,5,.,2
O=C1c2ccccc2NC(c2ccccn2)N1c1ccc(Cl)cc1 (stereo unspecified),9,2,-0.1,9,0,-5,2,-1.1,11
CCCCNc1nc2ccccc2n1CC(=O)N1CCc2ccccc2C1,-1,0,0.0,3,0,12,-6,0.0,-4
CCOC(=O)Nc1ccc2c(c1)N(C(=O)N1CCN(C)CC1)c1ccccc1CC2,7,-4,0.1,8,0,4,2,-1.6,4
O=C(NCc1ccco1)c1ccc2c(=O)n(CCC3=CCCCC3)c(=O)[nH]c2c1,-3,-18,0.2,3,0,6,-21,0.4,-7
O=C(NC1CCN(C(=O)Nc2ccc(F)cc2)CC1)c1ccccc1F,-2,-1,0.0,-2,0,-9,0,0.2,-7
O=C(NNc1ccccn1)C(=O)NNS(=O)(=O)c1ccc(F)cc1,-1,0,0.1,-5,0,1,-4,-31*,-1

# Record cards (already shown). Order of values: Bcl-xL primary | Fam108B counter | Efflux pump mplx | GLD-1 TGE inh | GRK2 inh | VLA-4 inh | PME-1 primary | MEX-5 binding | MCL1 BIM primary
# CCCCNc1nc2ccccc2n1CC(=O)N1CCc2ccccc2C1 as listed: -1 | 0 | 0.0 | 3 | 0 | 12 | -6 | 0.0 | -4
# O=C1c2ccccc2NC(c2ccccn2)N1c1ccc(Cl)cc1 (stereo unspecified) as listed: 9 | 2 | -0.1 | 9 | 0 | -5 | 2 | -1.1 | 11
# CCCCNC(=S)NNC(=O)c1c(C)nc2ccccn12 as listed: -7 | 2 | 0.1 | -5 | 2 | 0 | 4 | -3.6 | -4

# (further entries)
SMILES,Bcl-xL primary,Fam108B counter,Efflux pump mplx,GLD-1 TGE inh,GRK2 inh,VLA-4 inh,PME-1 primary,MEX-5 binding,MCL1 BIM primary
COc1ccc(OC)c(CN2CCN(C(=O)c3ccc(S(=O)(=O)Nc4ccccc4F)cc3)CC2)c1,2,.,-0.6,-1,0,7,3,.,-2
Cc1noc(C)c1S(=O)(=O)NCCCN1CCN(Cc2ccccc2)CC1,5,-6,0.1,3,0,6,-3,-1.3,-6
O=C1NCCCCC1NS(=O)(=O)c1ccc(Cl)cc1 (stereo unspecified),6,-5,-0.1,-1,1,-16,2,-0.9,5
COc1ccc(Nc2nnc(Cc3ccncc3)c3ccccc23)c(OC)c1,3,1,0.2,-2,2,16,-1,1.8,5
Cc1oc(/N=C/c2ccccc2)c(C#N)c1C,.,.,-0.1,.,2,2,.,-4.6,.
CCOC(=O)c1ccc(N2C(=O)CC(Sc3nc(C)cc(C)n3)C2=O)cc1 (stereo unspecified),.,.,0.0,.,0,-5,.,0.4,.
COc1cc(Cl)c(C)cc1NC(=O)c1ccccc1-n1cnnn1,.,.,-0.2,2,0,-36,.,.,.
O=C(NCCCn1ccnc1)c1cc(C(=O)C2CCCCC2)c[nH]1,2,-4,0.2,2,3,0,-1,0.3,-3
COc1ccc(CCNC(=O)COc2coc(CN3c4ccccc4CC3C)cc2=O)cc1OC (stereo unspecified),4,0,0.0,3,2,9,0,-0.4,-3
O=c1[nH]c(SCc2ccccc2F)nc2ccccc12,5,5,-0.2,4,0,-1,-5,2.0,7
CCCCNC(=O)CNC(=S)N(Cc1ccccc1F)C1CCCCC1,3,2,0.2,7,2,2,4,-0.6,8
C[C@H](NC(=O)c1cc2cc(Cl)ccc2n1C)C(=O)N[C@@H](C(=O)O)c1ccccc1,1,-5,-0.1,-7,0,8,-4,-2.0,2
CCN(CC(=O)Nc1ccc2c(c1)OCCO2)C(=O)c1ccc(C(F)(F)F)cc1,1,0,0.1,-8,0,6,-2,0.6,-6
Cc1ccc(S(=O)(=O)N2CCN(C(=O)COC(=O)CCOc3ccc(C(C)(C)C)cc3)CC2)cc1,-5,-2,-0.1,2,1,18,1,-1.5,-14
CC1CN(c2ccc([N+](=O)[O-])cc2C#N)CC(C)O1 (stereo unspecified),-4,4,0.2,-10,3,10,-1,1.6,-6
Oc1ccccc1Oc1ncc(Br)c(Cl)n1,0,2,0.3,1,0,-1,-1,-0.5,11
CCOc1ccc(Cc2nnc(SCC(=O)Nc3ccccc3)n(N)c2=O)cc1,-1,-1,0.2,3,0,-1,-2,0.3,4
O=C(Nc1ccc(Br)cc1F)c1ccc2nsnc2c1,4,-1,-0.1,-4,3,18,-2,0.3,6
COC(c1ccccc1)c1nnc(CCC(=O)N2CCN(CCOc3ccccc3)CC2)o1 (stereo unspecified),-1,-4,0.1,-8,2,-1,-1,0.3,-7
COCCn1c(C23CC4CC(CC(C4)C2)C3)n[nH]c1=S,-25,11,0.0,-3,0,27,5,0.8,-21
COc1ccc(CNC(=O)CCN2C(=O)[C@@H]3Cc4ccccc4CN3C2=O)cc1,2,0,0.0,-1,4,5,-4,-3.8,10
O=C(NCc1ccccc1)c1csc2c1CCCCC2,2,0,-0.3,-5,0,3,5,0.5,2
CC(OC(=O)c1ccc(Cl)nc1)C(=O)NC(C)(C)C (stereo unspecified),5,-1,0.0,-10,0,-2,-1,1.7,0
O=C(Nc1cc(S(=O)(=O)N2CCOCC2)ccc1N1CCOCC1)c1c(F)cccc1Cl,.,.,0.1,-6,0,-27,.,.,.
CCOC(=O)N1CCN(C(=O)c2ccc(N3C(=O)c4ccccc4C3=O)cc2)CC1,-1,3,-0.2,0,0,14,4,1.3,2
CS(=O)(=O)c1ccc(Cl)c(NC(=O)COC(=O)CCN=C2NS(=O)(=O)c3ccccc32)c1,-2,-2,0.0,-1,0,28,3,3.3,-2
OCC1CCCN(c2ncnc3scc(-c4ccccc4)c23)C1 (stereo unspecified),-1,1,0.0,-3,0,-1,2,0.0,-1
CCc1cc(C(=O)NCC(c2ccco2)N2CCCCC2)sc1C (stereo unspecified),1,.,0.4,-4,0,8,-4,.,-3
CC(C)CC(NC(N)=O)C(=O)OCC(=O)Nc1ccc(SC(F)F)cc1 (stereo unspecified),3,-3,-0.1,9,1,16,5,0.1,5
CCCCn1c(N)c(N(CCOC)C(=O)c2cccc(S(=O)(=O)N(C)c3ccc(C)cc3)c2)c(=O)[nH]c1=O,5,-1,-0.1,0,3,-4,1,1.0,-2
Cc1ccccc1-c1nnc(-c2ccc(Cl)cc2)o1,2,-6,-0.1,-2,2,-10,-11,1.0,0
CCN(CC)C(=O)C(=O)c1ccn(-c2c(C)csc2C(=O)OC)c1,5,0,-0.1,1,6,-17,3,1.2,2
CC1CCCN(C2(O)C(=O)Nc3ccc(Cl)cc32)C1 (stereo unspecified),3,1,0.1,-3,4,13,17,0.4,-1
C=CCn1c(SCC(=O)Nc2ccc(Br)cc2)nc(O)c(CC)c1=O,-2,5,0.3,5,0,-1,5,-3.6,-2
CN(C)C(CNC(=O)NC1CCCCC1)c1cccnc1 (stereo unspecified),0,1,-0.1,-1,0,-5,1,-0.6,0

# These rows are one share of the data (hit frequency here may not be typical).
